All columns: NCI-60 one-dose screen, growth in % after 48 h at 10 µM unless noted; 100 = growth as untreated, 0 = no growth, -100 = all killed.
ACHN – ACHN renal cancer; AID 1794771; hit rate 4.9% among 81,000
TK-10 – TK-10 renal cancer cells. hit rate 3.9% among 81,000
OVCAR-5 – OVCAR-5 ovarian cancer. hit rate 2.9% among 82,000
CAKI-1 – CAKI-1 renal cancer; hit rate 4.7% among 75,000; AID 1794772
A498 – A498 renal cancer cells; hit rate 5.4% among 76,000; AID 1794774
OVCAR-8 – OVCAR-8 ovarian cancer; hit rate 4.4% among 81,000
RXF 393 – RXF 393 renal cancer cells. hit rate 6.9% among 77,000
OVCAR-3 – OVCAR-3 ovarian cancer; AID 1794787; hit rate 7% among 79,000
Starred values were filed as active, the others as inactive. The calls were made as follows: active = growth percent below 10; inactive = the rest. A portion of the library; count on the stated rates, not on these rows.

`COc1ccccc1NCc1ccc(CO)n1-c1ccc(C)cc1` gave ACHN 93, TK-10 107, OVCAR-5 111, CAKI-1 80, A498 123, OVCAR-8 101, RXF 393 107 and OVCAR-3 96.
Screening COc1ccc2c(c1)nc(N)c1c3cc(C)c(C)cc3cn21 returned ACHN 71, TK-10 108, OVCAR-5 111, CAKI-1 59, A498 80, OVCAR-8 82, RXF 393 78 and OVCAR-3 71.
Screening COc1ccc(-c2c(NC(C)=O)noc2-c2cccc(OC)c2)cc1 returned ACHN 104, TK-10 97, OVCAR-5 102, CAKI-1 98, A498 85, OVCAR-8 110, RXF 393 101 and OVCAR-3 103.
For COc1cc(CC2COC(=O)C2Cc2ccc(O)c(OC)c2)ccc1O (stereo not drawn) the results were ACHN 87, TK-10 118, OVCAR-5 101, CAKI-1 74, A498 102, OVCAR-8 80, RXF 393 91 and OVCAR-3 98.
For COc1cc(OC)c(C(=O)c2nccn2C)c(OC)c1 the results were ACHN 105, TK-10 103, OVCAR-5 103, CAKI-1 103, A498 100, OVCAR-8 102, RXF 393 102 and OVCAR-3 104.
`Cn1c(O)c(N=NC(=O)Cc2c[nH]c3ccccc23)c2ccccc21` gave ACHN 93, TK-10 121, OVCAR-5 100, CAKI-1 87, A498 113, OVCAR-8 99, RXF 393 127 and OVCAR-3 97.
`Cc1cc2c(cc1C)NC1=C(N2)OC(c2cccc(O)c2)C1=O` (stereo not drawn) gave ACHN 102, TK-10 128, OVCAR-5 106, CAKI-1 91, A498 103, OVCAR-8 91, RXF 393 108 and OVCAR-3 115.
Screening COc1ccc(-c2csc(NC(=O)CSc3nc(-c4ccc(OC)cc4)c(C#N)c(=O)[nH]3)n2)cc1 returned ACHN 105, TK-10 106, OVCAR-5 101, CAKI-1 106, A498 74, OVCAR-8 97, RXF 393 121 and OVCAR-3 110.
Cc1cc(N2CCN(CC(=O)Nc3ccc4c(ccn4C)c3)CC2)nc(N2CCC(C)CC2)n1 was read as ACHN 92, TK-10 87, OVCAR-5 94, CAKI-1 82, A498 49, OVCAR-8 88, RXF 393 86 and OVCAR-3 94.
Screening O=C(Cn1cc(COc2ncnc3c2cnn3-c2ccccc2)nn1)Nc1ccc(F)cc1 returned ACHN 96, TK-10 98, OVCAR-5 100, CAKI-1 91, A498 85, OVCAR-8 89, RXF 393 100 and OVCAR-3 100.
Screening CCOC(=O)CN(Cc1ccccc1)c1c(NC2CCCCC2)oc(=O)c2ccccc12 returned ACHN 79, TK-10 107, OVCAR-5 101, CAKI-1 99, A498 87, OVCAR-8 99, RXF 393 86 and OVCAR-3 109.
Screening COC(=O)C1(Cc2ccccc2)CC(=O)N1C[C@H](Cc1ccccc1)N(Cc1ccccc1)Cc1ccccc1 (stereo partly drawn) returned ACHN 67, TK-10 47, OVCAR-5 81, CAKI-1 42, A498 57, OVCAR-8 60, RXF 393 51 and OVCAR-3 59.
For Cc1cc(C)c2nc3c(c(C(O)C4CCCCN4)c2c1)CC/C3=C\c1ccc(Cl)cc1 (stereo not drawn) the results were ACHN 109, TK-10 94, OVCAR-5 90, CAKI-1 94, A498 60, OVCAR-8 99, RXF 393 102 and OVCAR-3 95.
Screening COc1ccc(-n2cnc(=S)[nH]c2=S)cc1 returned ACHN 105, TK-10 127, OVCAR-5 102, CAKI-1 114, A498 119, OVCAR-8 109, RXF 393 113 and OVCAR-3 132.
`C/C(=C\CCc1ccoc1)CC/C=C(\C)CCCN1CCC(CO)CC1` gave ACHN 59, TK-10 97, OVCAR-5 76, CAKI-1 83, A498 45, OVCAR-8 78 and OVCAR-3 82.
For COc1ccccc1-n1cnc(N)c1C(=O)c1cc(OC)c(OC)c(OC)c1 the results were ACHN 59, TK-10 81, OVCAR-5 79, CAKI-1 40, A498 27, OVCAR-8 62, RXF 393 33 and OVCAR-3 -21*.
For CCCCCCCCC(=O)Oc1ccc(/C(=C(/C)Cc2cccc(OCC)c2)c2ccc(OCCN(C)C)cc2)cc1 the results were ACHN 107, TK-10 98, OVCAR-5 103, CAKI-1 98, A498 94, OVCAR-8 99, RXF 393 102 and OVCAR-3 106.
Screening CCOC(=O)COc1ccc(Cl)cc1C returned ACHN 103, TK-10 94, OVCAR-5 107, CAKI-1 98, A498 90, OVCAR-8 104, RXF 393 111 and OVCAR-3 103.
NC(=O)c1ccc(Cn2cc(CSc3nc4ccccc4s3)nn2)cc1 was read as ACHN 98, TK-10 101, OVCAR-5 95, CAKI-1 89, A498 96, OVCAR-8 103, RXF 393 110 and OVCAR-3 102.
Screening C/C=C(C)/C=N/Nc1nc(-c2ccccc2)cs1 returned ACHN 105, TK-10 121, OVCAR-5 106, CAKI-1 89, A498 113, OVCAR-8 97, RXF 393 122 and OVCAR-3 100.
Screening O=C(Cn1cc(COc2ccc(Br)cc2)nn1)Nc1nc2ccccc2s1 returned ACHN 100, TK-10 104, OVCAR-5 99, CAKI-1 88, A498 108, OVCAR-8 97, RXF 393 114 and OVCAR-3 103.
COc1cc(C2CC(c3ccc(Nc4ccnc5cc(Cl)ccc45)cc3)=NN2C(C)=O)cc(OC)c1OC (stereo not drawn) was read as ACHN 66, TK-10 102, OVCAR-5 103, CAKI-1 67, A498 81, OVCAR-8 76, RXF 393 72 and OVCAR-3 85.
For COc1cc(-c2nc(SC(C)C)nc(N3CCOCC3)c2C#N)cc(OC)c1OC the results were ACHN 92, TK-10 107, OVCAR-5 92, CAKI-1 68, A498 58, OVCAR-8 95, RXF 393 109 and OVCAR-3 108.
CN(C)c1ccc(C=O)c(Oc2ccccc2)c1 was read as ACHN 111, TK-10 101, OVCAR-5 115, CAKI-1 90, A498 89, OVCAR-8 106, RXF 393 102 and OVCAR-3 112.

Retrieved by structure from above, 4 records:
Screening COc1ccc(-n2cnc(=S)[nH]c2=S)cc1 returned ACHN 105, TK-10 127, OVCAR-5 102, CAKI-1 114, A498 119, OVCAR-8 109, RXF 393 113 and OVCAR-3 132.
Screening CCOC(=O)COc1ccc(Cl)cc1C returned ACHN 103, TK-10 94, OVCAR-5 107, CAKI-1 98, A498 90, OVCAR-8 104, RXF 393 111 and OVCAR-3 103.
For Cc1cc(C)c2nc3c(c(C(O)C4CCCCN4)c2c1)CC/C3=C\c1ccc(Cl)cc1 (stereo not drawn) the results were ACHN 109, TK-10 94, OVCAR-5 90, CAKI-1 94, A498 60, OVCAR-8 99, RXF 393 102 and OVCAR-3 95.
Screening O=C(Cn1cc(COc2ccc(Br)cc2)nn1)Nc1nc2ccccc2s1 returned ACHN 100, TK-10 104, OVCAR-5 99, CAKI-1 88, A498 108, OVCAR-8 97, RXF 393 114 and OVCAR-3 103.

4 consecutive entries out of the list so far, for reference:
Screening O=C(Cn1cc(COc2ccc(Br)cc2)nn1)Nc1nc2ccccc2s1 returned ACHN 100, TK-10 104, OVCAR-5 99, CAKI-1 88, A498 108, OVCAR-8 97, RXF 393 114 and OVCAR-3 103.
COc1cc(C2CC(c3ccc(Nc4ccnc5cc(Cl)ccc45)cc3)=NN2C(C)=O)cc(OC)c1OC (stereo not drawn) was read as ACHN 66, TK-10 102, OVCAR-5 103, CAKI-1 67, A498 81, OVCAR-8 76, RXF 393 72 and OVCAR-3 85.
For COc1cc(-c2nc(SC(C)C)nc(N3CCOCC3)c2C#N)cc(OC)c1OC the results were ACHN 92, TK-10 107, OVCAR-5 92, CAKI-1 68, A498 58, OVCAR-8 95, RXF 393 109 and OVCAR-3 108.
CN(C)c1ccc(C=O)c(Oc2ccccc2)c1 was read as ACHN 111, TK-10 101, OVCAR-5 115, CAKI-1 90, A498 89, OVCAR-8 106, RXF 393 102 and OVCAR-3 112.

Further structures.
`Cc1ccc(NC(=O)N[C@@H](Cc2cc(F)cc(F)c2)C(=O)NC2C(=O)N3CCC[C@H]3C(=O)N3CCCC[C@H]3C(=O)N[C@@H](C)C(=O)N3C[C@H](C)C[C@H]3C(=O)O[C@H]2C)c(F)c1` (stereo partly drawn) gave ACHN 32, TK-10 54, OVCAR-5 36, CAKI-1 22, OVCAR-8 22 and RXF 393 -7.4*.
`O=C(NO)c1cc(O)c(O)c(O)c1` gave ACHN 115, TK-10 96, OVCAR-5 114, CAKI-1 111, A498 86, OVCAR-8 109, RXF 393 115 and OVCAR-3 103.
`Cc1ccc(C(=O)c2ccc(O)cc2)cc1` gave ACHN 99, TK-10 105, OVCAR-5 95, CAKI-1 119, A498 104, OVCAR-8 107, RXF 393 116 and OVCAR-3 111.
COc1ccc2c(C)cc(SCC(=O)Nc3c(C)n[nH]c3C)nc2c1 was read as ACHN 102, TK-10 125, OVCAR-5 99, CAKI-1 102, A498 112, OVCAR-8 95, RXF 393 92 and OVCAR-3 104.
CCOc1ccc(Nc2nc3ccccc3nc2Nc2ccc(OCC)cc2)cc1 was read as ACHN 53, TK-10 72, OVCAR-5 107, CAKI-1 51, A498 69, OVCAR-8 58 and OVCAR-3 23.
For N#Cc1c(N)nc2c(c1N)C(c1ccc(F)cc1)c1ccc(N)cc1O2 (stereo not drawn) the results were ACHN 102, TK-10 116, OVCAR-5 99, CAKI-1 91, A498 58, OVCAR-8 98, RXF 393 92 and OVCAR-3 118.
Screening Cc1c(Cc2ccccc2)c(=O)oc2c(C)c(OCC(=O)n3nc(N)cc3N)ccc12 returned ACHN 104, TK-10 139, OVCAR-5 103, A498 99, OVCAR-8 98, RXF 393 113 and OVCAR-3 105.
`CN(CCCNC(=O)CCOCCOCCOCCNC(=O)Cc1ccc2ccc3cccc4ccc1c2c34)CCCNc1cc(-c2ccc3ccccc3c2)nc2ccccc12` gave ACHN -79*, TK-10 -84*, OVCAR-5 -86*, CAKI-1 -82*, A498 -87*, OVCAR-8 -37*, RXF 393 -38* and OVCAR-3 -92*.
Screening CCOC(=O)c1[nH]c2c(OCC)nc(OCC)nc2c1Br returned ACHN 106, TK-10 107, OVCAR-5 103, CAKI-1 107, A498 93, OVCAR-8 106 and RXF 393 113.
`O=C(Nc1ccccc1)Nc1ccc(Cl)c(Cl)c1` gave ACHN 50, TK-10 86, OVCAR-5 85, CAKI-1 57, A498 79, OVCAR-8 64, RXF 393 111 and OVCAR-3 40.
For CC1(C)CC(=O)C2=C(C1)Nc1cc3c(cc1C2c1ccc(Cl)cc1)OCO3 (stereo not drawn) the results were ACHN 90, TK-10 97, OVCAR-5 103, CAKI-1 67, A498 94, OVCAR-8 94, RXF 393 72 and OVCAR-3 94.
`C/C(=C(/C)C1CC1CCNS(=O)(=O)c1ccc(C)cc1)c1ccc(-c2ccccc2)cc1` (stereo not drawn) gave ACHN 95, TK-10 102, OVCAR-5 95, CAKI-1 76, A498 82, OVCAR-8 89, RXF 393 100 and OVCAR-3 104.
COc1cc2c(-c3nc4cc(Cl)c(F)cc4s3)cc(=O)oc2c(C)c1OC was read as ACHN -84*, OVCAR-5 -65*, CAKI-1 -78*, A498 8.7*, OVCAR-8 -59* and OVCAR-3 -99*.
`CN1CCN(Cc2ccc(NC(=O)c3cncc(C#Cc4cnc5ccc(N)nn45)c3)cc2C(F)(F)F)CC1` gave ACHN 28, TK-10 40, OVCAR-5 32, CAKI-1 14, A498 67, OVCAR-8 17 and RXF 393 -9.4*.
For CCOc1ccc(C(O)C2=CC(=O)c3ccccc3C2=O)cc1OCC (stereo not drawn) the results were ACHN 96, TK-10 120, OVCAR-5 107, A498 118, OVCAR-8 105, RXF 393 124 and OVCAR-3 105.
`O=C(O)c1cccnc1Cl` gave ACHN 107, TK-10 92, OVCAR-5 110, CAKI-1 104, A498 114, OVCAR-8 103, RXF 393 106 and OVCAR-3 106.
`C#Cc1cc(OC)c(C(=O)Nc2ccc(F)cc2C(=O)Nc2cccc(S(=O)(=O)C(F)(F)F)c2)cn1` gave ACHN -57*, TK-10 67, OVCAR-5 -33*, CAKI-1 -11*, A498 -18*, OVCAR-8 5.7*, RXF 393 -1.4* and OVCAR-3 -30*.
For O=C(NCc1ccc(Cn2c(=O)sn(CCCl)c2=O)cc1)OCc1ccc2c(Cl)cc(Cl)c(O)c2n1 the results were ACHN 44, TK-10 100, OVCAR-5 102, CAKI-1 68, A498 99, OVCAR-8 53, RXF 393 68 and OVCAR-3 63.
`CC(C)(C)c1nn(-c2ccccc2)c2c1COCN2Cc1ccc(Cl)cc1` gave ACHN 89, TK-10 117, OVCAR-5 90, A498 85, OVCAR-8 107, RXF 393 100 and OVCAR-3 104.
COc1ccc2sc(C)cc(=O)c2c1 was read as ACHN 100, TK-10 105, OVCAR-5 98, CAKI-1 101, A498 96, OVCAR-8 92, RXF 393 93 and OVCAR-3 110.
For CCCCCCCCCCOC(=O)c1ccccc1C(=O)OCCCC the results were ACHN 109, TK-10 108, OVCAR-5 103, A498 121, OVCAR-8 109 and OVCAR-3 106.
For COC(=O)Cc1ccc(Br)cc1 the results were ACHN 90, TK-10 124, OVCAR-5 92, CAKI-1 97, A498 101, OVCAR-8 99, RXF 393 116 and OVCAR-3 131.

High-throughput results: PubChem BioAssay, NCI
